Source: PubChem BioAssay (several laboratories)
Diaph act CS = activates diaphorase or chemically reduces, flagging diaphorase assay artifacts | Diaphorase/resazurin coupled assay, resorufin fluorescence, 16 min; hits give high values; 1 = vehicle wells, 0 = NADH-free wells | activation factor at 20 µM | 190,000 compounds, 0.005% hits;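 active = diaphorase activity raised at least twofold by the compound at 20 µM; inactive = activation factor below 2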
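Material: purified diaphorase enzyme from Clostridium kluyveri / Medium: HEPES pH 7.4 buffer with MgCl2 and Tween 20 / Schedule: enzyme reaction of 16 min at room temperature / Measured by: resorufin fluorescence, excitation 544 nm, emission 590 nm / Evaluation: rise in resorufin formation, marking diaphorase activation or chemical reduction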
PMI activator = phosphomannose isomerase (human) activation; P34949; 190,000 compounds, 0.005% hits; activation factor at 20 µM; purified human PMI, coupled resazurin fluorescence, 20 min; hits give high values; 1 = vehicle control, 0 substrate-free wells; AID 1214;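 active = activation factor of 2 or more at 20 µM, relative to plate controls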
Target sequence (P34949 whole entry, looked up): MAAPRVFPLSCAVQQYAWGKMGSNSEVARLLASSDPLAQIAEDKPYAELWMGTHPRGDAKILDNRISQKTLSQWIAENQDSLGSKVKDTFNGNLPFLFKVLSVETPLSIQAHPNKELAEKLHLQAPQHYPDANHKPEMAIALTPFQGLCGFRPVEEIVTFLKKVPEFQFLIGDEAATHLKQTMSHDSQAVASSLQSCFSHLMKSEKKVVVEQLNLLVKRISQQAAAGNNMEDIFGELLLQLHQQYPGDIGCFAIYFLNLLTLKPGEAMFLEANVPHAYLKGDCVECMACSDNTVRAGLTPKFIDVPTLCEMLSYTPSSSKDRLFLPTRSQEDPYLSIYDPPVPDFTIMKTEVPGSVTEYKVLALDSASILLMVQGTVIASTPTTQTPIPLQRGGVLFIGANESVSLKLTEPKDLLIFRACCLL
Diaph inh CS = inhibits diaphorase or chemically oxidizes, flagging diaphorase assay artifacts; inhibition, % at 20 µM; 190,000 compounds, 0.69% hits; diaphorase resazurin-to-resorufin fluorescence, NADH, 16 min; bacterial (C. kluyveri) enzyme, not human;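 active = primary screen inhibition at 20 µM above a set limit, cut at about 50% in these data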;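 note: plate controls were DMSO with full reaction for no effect and wells lacking NADH for full effect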
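Assay system: diaphorase enzyme from Clostridium kluyveri; Input: enzyme working solution with 0.14 U/mL diaphorase; Timing: 16 min at room temperature; Technique: resorufin fluorescence, excitation 544 nm, emission 590 nm; Benchmarks: positive control minus NADH, DMSO neutral control.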
Redox H2O2 prof = compounds producing H2O2 with reducing agent – biochemical, NIH compound library profiling, artefact control for MLSCN library redox annotation, primary screen; DTT-dependent redox cycling H2O2, phenol red/HRP absorbance; 100% = 100 µM peroxide control, 0% = buffer; activation, % at 10 µM; 200,000 compounds, 0.03% hits; AID 878;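 active = activation of at least 50% relative to the plate's high and low controls in the primary single-dose screen; inactive = activation below 50%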;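 note: compound incubated with DTT at 0.8 mM final as the reducing agent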
G6PDH CS = inhibits Leuconostoc G6PDH, flagging false hits in G6PDH-based assays; Purified L. mesenteroides G6PDH, diaphorase/resazurin coupled fluorescence, 45 min; 200,000 compounds, 0.12% hits; inhibition, % at 5 µM
Lmaj promast = reduces viability of Leishmania major promastigotes; resazurin fluorescence viability; inhibition, % at 10 µM; 200,000 compounds, 9% hits; AID 1063;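 note: promastigotes grown with compound for 44 hours at 28 °C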
PMI act hi M6P = activators of human phosphomannose isomerase at near-saturating mannose 6-phosphate | coupled PMI enzyme assay, resazurin fluorescence, 20 min; hits give high values; 1 = untreated enzyme, 0 = substrate-free blank | activation factor at 20 µM | 190,000 compounds, 0.34% hits | AID 1216;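 active = activation factor of 2 or more at 20 µM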
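test system = human PMI in coupled enzyme assay | medium = HEPES-buffered pH 7.4 with magnesium and detergent | also added = 1.0 mM mannose-6-phosphate substrate with 0.22 mM NADP+ | compound = 20 µM single dose | times = 20 min incubation at room temperature | measured by = resorufin fluorescence (Ex 544/Em 590 nm) from resazurin via diaphorase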
Hsp70 activator = switches on Hsp70 transcription; HeLa Hsp70 promoter luciferase reporter, luminescence; scaled: vehicle 0, proteasome-inhibitor control 100%; activation, % at 10 µM; 200,000 compounds, 0.04% hits; AID 1203;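 active = activation above the mean across all tested compounds plus 3 SD, cutoff set per campaign, cut at about 5.5% in these data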;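 note: 100% = MG132 at 30 µM as the positive control and 0% = DMSO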
TLR4 MyD88 comp = TLR4-MyD88 interaction inhibition in cells. O00206+Q99836. HeLa CL3-4 TLR4/MyD88 BLA complementation, FRET ratio. inhibition, % at 8.4 µM. 200,000 compounds, 0.18% hits; in the data active = inhibition above about 25%;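 note: 0% = vehicle and 100% = reference inhibitor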
RAM network inh = blocks the yeast RAM network; S. cerevisiae dse1pr::URA3 reporter, 5-FOA growth OD615, 2 d; analog-sensitive cbk1-as2 kinase mutant strain; inhibition, % at 50 µM; 190,000 compounds, 1.8% hits;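 active = inhibition above a set limit, 3 SD over mean compound inhibition, cut at about 8.4% in these data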;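 note: 0% = DMSO-only wells with no growth and 100% = 10 µM 1-NA-PP1 full growth; inhibition rescues growth on 5-FOA so higher OD means more RAM inhibition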
S1P3 antag = S1P3 (human) receptor antagonism; CHO S1P3 NFAT-BLA reporter, FRET fluorescence, antagonist mode; inhibition, % at 4.98 µM; 170,000 compounds, 0.27% hits; AID 485;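 active = inhibition above the plate cutoff, the mean inhibition of test wells on that plate plus 3 SD, cut at about 28% in these data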;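 note: cells challenged with S1P at its EC80 of 0.8 µM; blue over green emission ratio from cleaved BLA substrate after 4 h stimulation; 0% = S1P-stimulated wells and 100% = unstimulated DMSO-only wells; some compounds past the cut are filed as inactive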
Target sequence (Q99500 whole entry, looked up): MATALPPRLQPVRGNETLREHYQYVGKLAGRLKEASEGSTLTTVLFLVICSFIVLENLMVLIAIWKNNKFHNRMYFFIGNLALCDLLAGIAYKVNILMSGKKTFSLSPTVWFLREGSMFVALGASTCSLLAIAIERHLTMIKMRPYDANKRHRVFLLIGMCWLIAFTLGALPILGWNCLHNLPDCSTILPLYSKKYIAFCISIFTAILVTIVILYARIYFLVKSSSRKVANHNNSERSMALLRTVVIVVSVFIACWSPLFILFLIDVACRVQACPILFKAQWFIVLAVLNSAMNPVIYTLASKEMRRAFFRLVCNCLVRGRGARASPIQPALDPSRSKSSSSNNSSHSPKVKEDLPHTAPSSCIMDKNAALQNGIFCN
Numbers without * were called inactive; . = no result given. Cut-off read from the data, not from the text of the source, unless noted: active = inhibition above about 50%; inactive = the rest. Random draw from the library. About 12% of those tested had a hit in this group.

mol	PMI activator	PMI act hi M6P	S1P3 antag	Diaph inh CS	RAM network inh	Diaph act CS	TLR4 MyD88 comp	G6PDH CS	Lmaj promast	Hsp70 activator	Redox H2O2 prof
COC(=O)CSc1cc([N+](=O)[O-])cc2c1c(C1OCCO1)nn2-c1ccccc1	1	1	15	11	2.1	0.9	-8	-2	-6	-0.1	0.3
N#Cc1ccc(OCC(=O)N/N=C/C2CC=CCC2)cc1 (stereo unspecified)	1	0.8	-2	8	-0.1	0.9	-10	3	-6	-0.1	-1.4
O=C(O)c1ccccc1-c1ccccc1C(=O)Nc1cccc(O)c1	1.1	1.1	-7	-1	1.6	1	-14	2	-8	-0.4	-0.4
CCCCCN(C(=O)CN(C)Cc1ccc(OC)cc1OC)c1c(N)n(CCCC)c(=O)[nH]c1=O	0.9	1	.	16	-1.2	0.8	-13	-10	-2	-0.3	0.5
O=C(N/N=C\c1ccc(F)cc1)c1csnn1	0.9	1	.	6	0.8	0.9	.	5	-1	.	-6.0
Cc1nn(C)c(Cl)c1S(=O)(=O)N1CCC(CO)(CCc2ccccc2)CC1	0.9	0.9	-6	15	-0.7	0.8	-2	17	-2	-0.2	0.1
COc1ccc2c(=O)c(-c3nc(C)cs3)coc2c1	0.9	0.9	.	6	-1.2	0.9	-19	-31	-1	0.9	-1.9
CC(NC(=O)COC(=O)/C(=C/c1cccs1)c1cccs1)c1ccccc1 (stereo unspecified)	0.9	0.9	-5	21	14*	0.8	-4	8	2	0.0	0.3
CCCCCCNc1c(C(=O)OCC)c(=O)[nH]c2ccccc12	0.9	0.9	-48	21	3.4	0.8	6	7	49	-0.2	-0.7
COc1ccccc1OCc1nc(C#N)c(NCCCn2ccnc2)o1	1	1.1	-3	-5	2.0	1	-4	7	-1	0.0	-0.5
CCOc1ccc(Nc2nc(Nc3ccc(O)cc3)nc(C)c2[N+](=O)[O-])cc1	0.9	0.9	10	14	3.0	0.9	-6	6	14	-0.3	0.7
CCOC(=O)c1[nH]c2cc(OC)c(OC)cc2c1NC(=O)CN1CCN(C)CC1	0.9	0.9	1	-3	2.0	1	-2	-1	5	0.0	-2.6
CCn1cc(C(=O)NCc2ccco2)c2cc(OC)c(OC)cc2c1=O	1.1	1	.	12	2.2	0.9	-3	15	-1	-0.2	-3.7
COc1ccccc1-c1nc(N)n[nH]1	0.9	0.9	-14	7	0.7	0.9	0	16	-4	0.0	-2.4
Cc1cccc(/C=C2\CCC(C3CCCC3)C2=O)c1 (stereo unspecified)	0.9	1	-12	6	3.1	0.9	-6	6	-9	0.1	0.0
COc1cc(CNc2ncn[nH]2)cc(Br)c1OC	1	1	4	15	1.5	0.8	-1	1	-6	-0.4	0.2
CCOC(=O)C1CCN(C(=O)N2CCOCC2)CC1	0.8	0.9	-5	12	-0.7	0.9	8	-5	-12	-0.1	1.1
O=C(O)c1cc(N2C(=O)C3C4C=CC(C4)C3C2=O)ccc1NCc1cccnc1 (stereo unspecified)	1.1	1.3	.	-6	1.6	1.1	-5	11	-2	0.2	0.5
Cc1nn(-c2ccccc2)c(C)c1C(=O)Nc1ccc(N2CCOCC2)cc1	1.2	1	-1	-24	1.2	1.2	1	9	-1	-0.3	-1.1
COc1ccc2oc(=Nc3cc(F)ccc3F)c(C(N)=O)cc2c1	1	1	4	-2	3.1	1	3	9	59*	0.0	0.1
COc1ccc(CC2(CO)CCN(Cc3cccnc3)CC2)cc1	1.1	1.1	6	-17	0.8	1.2	19	7	89*	-0.3	-0.6
Cn1nc(C(F)(F)F)c(C#N)c1N1CCN(c2ccccn2)CC1	1.1	1	-3	0	0.2	1	-19	6	10	-0.4	0.3
CNC(=S)N1CCN(c2c(F)cc3c(=O)c(C(=O)O)cn(C4CC4)c3c2OC)CC1C (stereo unspecified)	0.9	0.8	.	18	1.9	0.8	1	16	-3	-0.3	0.6
O=C(NCc1nnc(SCC(=O)N2CCN(c3ccccc3)CC2)o1)c1ccco1	1.1	1.2	.	3	3.1	1	0	-4	-5	0.2	2.2
Clc1ccc2oc3c(Cl)ncnc3c2c1	0.9	0.9	0	17	2.6	0.8	1	8	31	0.2	0.0
N#C/C(=C\c1ccc(O)c(O)c1)S(=O)(=O)c1ccccc1	0.7	0.7	21	32	0.9	0.7	-1	0	1	0.0	0.7
COc1cc(CNCCSc2nnnn2C)cc(Br)c1OCc1ccc(F)cc1	0.9	1	.	9	0.5	0.9	14	9	95*	-0.1	0.1
O=C1CN(C(=O)c2ccc(Br)o2)C(c2ccccc2)c2cc(Cl)ccc2N1 (stereo unspecified)	1	1.1	9	9	3.0	0.9	-5	4	87*	-0.2	4.0
Nc1nc(C2CC(=O)OC23CCCCC3)cs1 (stereo unspecified)	1.1	1.1	.	2	1.2	1	-6	1	0	-0.5	-0.2
CN(C)CCCCCN(C)Cc1cc2ccccc2o1	1.1	1.1	2	4	1.0	1	6	-1	12	-0.2	-0.4
COc1ccc(C(=O)NCc2nnc(SCC(=O)Nc3cccc(F)c3)o2)cc1	1.1	1.1	-4	-8	1.2	1.1	3	2	-3	0.1	0.5
COC(=O)c1ccccc1NC(=O)CSc1nnnn1C	1.1	1.1	.	-7	4.4	1.1	-3	2	0	-0.5	-0.1
CCOC(=O)c1ccc2cccc(C)n2c1=O	0.9	0.8	.	10	0.6	0.9	-3	4	-1	-0.3	0.1
Cc1ccc(S(=O)(=O)N2CCN(c3nc4ccccc4nc3-n3nc(C)cc3C)CC2)cc1	0.8	0.8	12	20	1.3	0.8	-1	3	20	-0.4	-2.9
Cc1ccc(SCC(=O)NCc2ccco2)cc1	0.9	1	-6	13	2.1	0.9	6	2	-7	-0.3	-2.9
Cc1ccccc1C(=O)OC(C)CN1CCN(C)CC1 (stereo unspecified)	1.2	1.2	9	-1	-0.4	1	7	10	-7	0.0	-0.2

Given field by field: part of the list above
> COc1ccc2c(=O)c(-c3nc(C)cs3)coc2c1
  PMI activator: 0.9
  PMI act hi M6P: 0.9
  S1P3 antag: .
  Diaph inh CS: 6
  RAM network inh: -1.2
  Diaph act CS: 0.9
  TLR4 MyD88 comp: -19
  G6PDH CS: -31
  Lmaj promast: -1
  Hsp70 activator: 0.9
  Redox H2O2 prof: -1.9
> CC(NC(=O)COC(=O)/C(=C/c1cccs1)c1cccs1)c1ccccc1 (stereo unspecified)
  PMI activator: 0.9
  PMI act hi M6P: 0.9
  S1P3 antag: -5
  Diaph inh CS: 21
  RAM network inh: 14*
  Diaph act CS: 0.8
  TLR4 MyD88 comp: -4
  G6PDH CS: 8
  Lmaj promast: 2
  Hsp70 activator: 0.0
  Redox H2O2 prof: 0.3

Continued.
mol	PMI activator	PMI act hi M6P	S1P3 antag	Diaph inh CS	RAM network inh	Diaph act CS	TLR4 MyD88 comp	G6PDH CS	Lmaj promast	Hsp70 activator	Redox H2O2 prof
CCOC(=O)c1c(NC(=O)C[n+]2ccc(N(C)C)cc2)sc(C)c1C	1	0.9	5	10	2.7	0.9	-11	8	84*	-0.1	0.0
CCOCCCNC(=O)C(c1ccc(C)cc1)N(Cc1cccs1)C(=O)c1ccccn1 (stereo unspecified)	1	1	-1	7	1.6	0.9	-4	7	-3	-0.1	0.4
Brc1cccc(OCCOCCn2ccnc2)c1	0.9	1	.	12	-1.6	0.9	-11	0	99*	-0.2	0.0
CCOC(=O)N1CCC(N(C(=O)Nc2ccccc2)C(C)CC)CC1 (stereo unspecified)	1.1	1	10	6	0.0	0.9	-5	10	3	-0.5	-4.2
Cc1cc(C)c2c(n1)nn1c(-n3ccnc3)cc(C)nc21	0.8	0.8	-13	17	0.1	0.8	3	4	18	-0.4	-2.0
O=C1NCCCC1C(=O)N1CCCCC1 (stereo unspecified)	1.4	1.3	-7	4	0.6	1	-25	8	2	0.2	-0.5
O=[N+]([O-])c1cccc(-c2ccc(C(=S)N3CCOCC3)o2)c1	0.7	0.5	0	17	0.9	0.8	1	16	2	0.4	-0.5
O=C(O)c1cc(S(=O)(=O)Nc2ccc3oc(=O)sc3c2)ccc1O	0.9	0.9	0	28	1.3	0.7	-9	3	-10	0.0	0.0
COc1ccc(-c2nn(-c3ccccc3)cc2/C=C2/SC(=S)N(Cc3ccco3)C2=O)c(C)c1	1	1	.	15	8.2	0.8	9	-1	20	0.5	0.7
Cn1/c(=N\NC(=O)C2CCCCC2)sc2ccccc21	1.1	1	-3	5	4.5	0.9	5	-1	-7	0.0	-1.7
CCCc1[nH][nH]c(=O)c1C(c1cccc(Cl)c1)C(C#N)C#N (stereo unspecified)	0.8	0.9	.	25	2.3	0.8	2	3	15	-0.1	1.8
COc1ccc(OCCN2C(=O)c3ccccc3C2=O)cc1	1	1.1	-6	14	0.1	0.9	1	1	6	-0.4	0.7
O=S(=O)(Nc1cnc2ccccc2c1)N1CCCCCC1	1	1	-8	6	0.7	0.9	-8	-2	2	-0.4	-0.9
O=C(NNS(=O)(=O)c1ccc2ccccc2c1)c1cccs1	1	1	9	7	3.5	0.9	-1	-3	-8	-0.2	0.2
CS(=O)(=O)N(CC(=O)Nc1ccc(S(=O)(=O)N2CCOCC2)cc1)c1ccccc1Br	1	1.2	-12	11	1.1	0.9	2	7	-5	-0.4	0.1
Cc1cc(C=O)c(C)n1-c1ccc(N2CCCC2)c([N+](=O)[O-])c1	0.9	0.7	.	8	.	0.9	-3	6	9	-0.1	-1.4
CCN1CCCC1CNC(=O)c1ccc(N2CCOCC2)c(NS(=O)(=O)c2ccc(OC)cc2)c1 (stereo unspecified)	1	1.1	-15	13	-0.1	0.9	-1	8	10	-0.4	0.1
Cc1onc(-c2c(F)cccc2Cl)c1C(=O)NC(=S)NC1CCSC1=O (stereo unspecified)	0.9	0.9	4	17	1.1	0.8	-11	-5	-5	-0.4	0.0
COc1cnn(Cc2ccccc2)c(=O)c1SCc1ccccc1	1.1	1	7	16	3.9	0.8	7	2	-9	-0.1	-0.3
CCOC(=O)c1nnn(-c2nonc2OC)c1-c1ccccc1	0.9	0.9	-19	11	1.1	0.9	7	13	-10	0.1	-1.3
COc1ccc(C(=O)n2nc(-c3ccco3)nc2N)cc1	1	1.1	.	0	-0.8	1	-1	-5	-7	-0.1	0.7
CC1CCCCN1C(=O)CSc1nc(N)cc(=O)[nH]1 (stereo unspecified)	1.1	1	.	3	-1.1	1	3	15	-5	0.3	-1.1
